HP1b binding inh = blocks HP1-beta chromodomain binding to methylated histone tails; P83916; Potency, µM (highest dose often 114 µM), inactives show top-dose activity change, negative = inhibition, actives largely listed as inhibitors; 390,000 compounds, 0.56% hits; AlphaScreen HP1-beta / biotin-H3K9me3 peptide binding; also: nearly all actives have a fitted effect of over 70% in size; inactives centre near 23
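HP1-beta protein (50 nM final) preincubated 30 min at room temperature with biotinylated H3(1-18)K9me3 peptide (50 nM) in PBS pH 7.4, 0.01% Tween-20, then compound added for 30 min. AlphaScreen streptavidin donor/nickel chelate acceptor beads (10 ug/mL final), 30 min dark, luminescence read.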
GLS inh = inhibitors of human glutaminase (GLS). O94925. GLS enzymatic activity, qHTS titration. Potency, µM (top dose mostly 45.5 µM), inactives show at the highest dose activity change, negative = inhibition, usual class: inhibitors. 410,000 compounds, 0.21% hits; also: % is scaled to controls: 0 for no effect and ±100 for the full control effect
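Glutamate formation by hKGA was monitored fluorometrically using coupled glutamate oxidase, HRP and Amplex Red. Substrate was added as 1 mM L-glutamine solution; incubation was 30 min at RT after an initial read.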
RGS4 inhibitor = human RGS4 inhibition | P49798 | Transcreener GDP fluorescence polarization, RGS4-accelerated GTP hydrolysis | Potency, µM (doses to about 114 µM), for inactives: at the top dose activity change, negative = inhibition, actives largely listed as inhibitors | 390,000 compounds, 0.039% hits | AID 504845; also: % is scaled to controls: 0 for no effect and ±100 for the full control effect; nearly all actives have a fitted effect of over 75% in size; some results filed as inactive show a strong effect at the top dose
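MLSMR compounds (23 nl, pin-transferred) preincubated 10 min at room temperature with a 500nM (2x) first reagent, then RGS4 at 900nM (2x) plus Transcreener GDP mix added; fluorescence polarization (620/688 nm) read before and after 90 min at 30 °C.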
ERG-DNA inh = blocks human ERG Ets domain binding to DNA; Potency, µM (highest dose often 76.9 µM), inactives show at the top dose FP activity, negative = inhibition, actives largely listed as inhibitors; 370,000 compounds, 0.028% hits; fluorescence polarization, His-ERG Ets domain / labelled DNA; active = well fitted inhibition curve with a large enough effect in the polarisation, with a control signal flat; inconclusive = small, poorly fitted or top-dose-only effect, or effect the other way, or a change in a side signal; inactive = no such curve, though single readings can be large or run the other way; the % refers to the polarisation;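 also: polarization taken with two DNA probes labelled with fluorescein and Texas red; % of control where 0% means no effect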
Target sequence (P11308 whole entry, looked up, the tested form may be a part): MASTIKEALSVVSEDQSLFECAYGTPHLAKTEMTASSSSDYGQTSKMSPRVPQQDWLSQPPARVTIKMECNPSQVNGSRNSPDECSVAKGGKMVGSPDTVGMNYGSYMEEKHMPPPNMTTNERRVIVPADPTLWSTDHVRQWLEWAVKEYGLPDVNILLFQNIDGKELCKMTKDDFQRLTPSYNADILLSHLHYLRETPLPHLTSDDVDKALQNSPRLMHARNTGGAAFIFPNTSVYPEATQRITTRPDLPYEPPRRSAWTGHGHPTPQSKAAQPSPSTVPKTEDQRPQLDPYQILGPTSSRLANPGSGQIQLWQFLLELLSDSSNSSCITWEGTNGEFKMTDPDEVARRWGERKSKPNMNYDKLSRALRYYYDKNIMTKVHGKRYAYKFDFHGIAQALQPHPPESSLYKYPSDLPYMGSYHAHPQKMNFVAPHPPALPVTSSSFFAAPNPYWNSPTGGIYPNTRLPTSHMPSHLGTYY
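His-tagged ERG Ets domain (1 uM in the protein solution; 300mM KCl, 50mM Tris-HCl, 1mM EDTA, 1mM DTT, pH 7.5) received compound, then a probe mix of 5 nM fluorescein-DNA and 100nM Texas-615-DNA. Fluorescence polarization was read for both dyes.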
Tb PGK inh = T. brucei PGK inhibition; P07378; PGK/GAPDH coupled, Kinase-Glo luminescence, 60 min; Potency, µM (series often up to 57.5 µM), for inactives: at the highest dose activity change, negative = inhibition, most hits filed as inhibitors; 380,000 compounds, 0.043% hits; AID 602233; also: % is scaled to controls: 0 for no effect and ±100 for the full control effect; nearly all actives have a fitted effect of over 60% in size
Target sequence (P07378 whole entry, looked up): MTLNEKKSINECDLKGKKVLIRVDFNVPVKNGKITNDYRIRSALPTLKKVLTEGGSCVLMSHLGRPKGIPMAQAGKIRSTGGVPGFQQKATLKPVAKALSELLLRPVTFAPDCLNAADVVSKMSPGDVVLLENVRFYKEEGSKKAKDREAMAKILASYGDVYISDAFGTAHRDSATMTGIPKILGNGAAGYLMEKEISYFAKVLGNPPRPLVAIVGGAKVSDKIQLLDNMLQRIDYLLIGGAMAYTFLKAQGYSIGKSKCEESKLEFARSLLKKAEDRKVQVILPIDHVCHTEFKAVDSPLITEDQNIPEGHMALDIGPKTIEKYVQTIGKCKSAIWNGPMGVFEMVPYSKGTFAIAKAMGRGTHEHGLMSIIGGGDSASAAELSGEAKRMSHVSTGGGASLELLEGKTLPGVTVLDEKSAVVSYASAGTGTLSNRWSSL
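Recombinant glycosomal PGK reaction used 1,3-bisphosphoglycerate generated in-well by GAPDH (100nM final) in 100mM TEA pH 7.6, 5mM MgCl2, 0.01% Tween-20. After 60 minutes at room temperature, ATP was read by Kinase-Glo Plus luminescence end-point.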
Pin1 inhibitor = inhibitors of human Pin1. 390,000 compounds, 0.009% hits. Pin1 FP peptide displacement, HiFluor488, 10 min. Q13526. Potency, µM (doses to about 115 µM), for the others: at the highest dose activity, negative = inhibition, hits mostly inhibitors; active = well fitted inhibition curve with a large enough effect in the polarisation, with a control signal flat, not every such curve was filed as active; inconclusive = small, poorly fitted or top-dose-only effect, or effect the other way, or a change in a side signal; inactive = no such curve, though single readings can be large or run the other way; the % refers to the polarisation; also: % is scaled to controls: 0 for no effect and ±100 for the full control effect
JMJD2A Tudor = JMJD2A Tudor domain (human) inhibition; O75164; Potency, µM (highest dose often 114 µM), without a hit: top-dose activity change, negative = inhibition, hits mostly inhibitors; 390,000 compounds, 4.4% hits; AlphaScreen JMJD2A-Tudor / H3K4me3 peptide binding; also: % is scaled to controls: 0 for no effect and ±100 for the full control effect; nearly all actives have a fitted effect of over 50% in size
rTrxR1 inhibitor = blocks rat thioredoxin reductase 1 | recombinant rTrxR1, NADPH fluorescence consumption, selenite substrate | O89049 | Potency, µM (highest dose often 114 µM), inactives show at the highest dose activity change, negative = inhibition, actives largely listed as inhibitors | 390,000 compounds, 1% hits | AID 588453; also: % is scaled to controls: 0 for no effect and ±100 for the full control effect; nearly all actives have a fitted effect of over 65% in size
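Rat TrxR1 (90 nM in the dispensed reagent) was pre-reduced with 400 uM NADPH for 5 min at room temperature, then incubated with compound for 15 min. After 400 uM selenite was added, NADPH fluorescence (Ex 340/Em 450 nm) was followed for 8 min.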
ALOX12 inh = inhibitors of human 12S-lipoxygenase ALOX12 | Potency, µM (series often up to 108 µM), without a hit: top-dose activity change, negative = inhibition, hits mostly inhibitors | P18054 | purified 12hLO, xylenol orange hydroperoxide absorbance | 580,000 compounds, 1.1% hits; also: % is scaled to controls: 0 for no effect and ±100 for the full control effect
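Hydroperoxide product was detected by ferrous iron/xylenol orange as the 573 to 405 nm absorbance ratio. Arachidonic acid at 40 uM (final) was turned over for 30 min at room temperature by 150 nM human 12hLO, pH 7.0 Hepes buffer, after 15 min compound preincubation.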
Numbers without * were called inactive; i = inactive; ? = inconclusive; · = not tested or not shown; & = joins results of further samples; [ ] = remark or other dose. Unless noted, calls follow the shape of the dose curve; as a rule, active = well fitted curve in the direction sought with a large enough effect; inconclusive = small, poorly fitted or top-dose-only effect, or another doubt; inactive = no such curve, though single readings can be large; an effect the other way counts as inactive or inconclusive. Potency is read from the fitted curve at half-maximal effect. Some of the compounds tested, so the mix of outcomes need not match the whole.

Sequence of screens: HP1b binding inh, GLS inh, RGS4 inhibitor, ERG-DNA inh, Tb PGK inh, Pin1 inhibitor, JMJD2A Tudor, rTrxR1 inhibitor, ALOX12 inh
- COc1ccc(N2C(=O)C(CC(=O)O)S/C2=C\C(C)=O)cc1 (centres undefined)
  26.4%, 9.3%, -45.3%, 5.5%, i, ?, 4.7%, -18.0%, -16.9%
- O=C(O)CC/C(=C/c1cccc(NC(=O)c2ccccc2Cl)c1)c1nc2ccccc2s1
  -6.4%, ?, 2.5%, -1.0%, -4.3%, -5.2%, -11.0%, -13.1%, ?
- CCOC(=O)C1(N(CC)CC)Sc2cc(C)ccc2NC1=O (centres undefined)
  5.5%, -9.6%, -16.9%[11.4 µM], 2.8%, -2.2%, -1.5%, -8.7%[57.1 µM], 16.6%[57.1 µM], 43.1%[activator]
- O=C(CN1CCN(c2ccc(Cl)cc2)CC1)Nc1ccc(Cl)c(C(F)(F)F)c1
  44.3%[activator], -1.3%, 1.6%, -1.5%, -7.3%, 0.0%, -2.3%, 11.5%[57.1 µM], ?
- O=C(COc1cccc2ccccc12)Nc1nc2ccccc2[nH]1
  21.8%, 10.1%, 12.0%, -4.3%, 3.6%, 2.5%, -22.9%, -0.3%, 0.0%
- CCOC(=O)C1CCN(C(=O)C2CCN(S(=O)(=O)c3ccc4ccccc4c3)CC2)CC1
  20.5%, -3.5%, -34.1%, -0.6%, i, -1.2%, -16.7%, 7.0%, 1.7%
- CCOC(=O)C1CCN(S(=O)(=O)c2cccc(-c3cn4ccccc4n3)c2)CC1
  5.8%, -7.1%, -24.7%, -4.7%, i, -3.3%, -27.4%, -1.1%, 0.0%
- COc1ccc(S(=O)(=O)N2CCCCC2)cc1NC(=O)Cc1ccc(Br)cc1
  31.1%, 2.6%, 12.3%, -15.8%, i, 5.6%, -11.5%, 6.8%, 6.7%
- Cc1ccccc1-c1cccc([C@@H]2C[C@H]3CN(Cc4cccnc4)C(=O)[C@]34CCCN24)c1
  -11.5%, 3.6%, -10.3%, 1.6%, -3.3%, 11.8%, ?, 25.2%[57.1 µM], -15.1%
- Cc1cccc(NC(=O)[C@H](Cc2ccccc2)NC(=O)OCc2ccccc2)c1
  22.2%, -11.1%, -4.3%, -2.0%, -13.5%, -0.5%, -14.5%, -18.3%, 7.8%
- CCC1CCCCN1C(=O)Cn1c(=O)cc(C(F)(F)F)c2c(C)nn(C)c21 (centres undefined)
  10.6%, 2.5%, 7.3%, -4.5%, 10.4%, 3.2%, -2.7%, 4.0%[57.1 µM], -15.3%
- Cc1ccccc1-n1c(SCC(=O)Nc2ccc(Cl)cc2F)nnc1-c1cc2occc2n1C
  4.4%, -4.2%, 0.5%, -9.2%, -5.5%, 16.0%, -32.0%, 12.7%, ?
- COc1ccc(S(=O)(=O)N(CC(=O)NCCSc2ccccn2)c2ccccc2)cc1
  18.2%, 13.9%, -5.7%, -12.1%, 5.7%, 8.1%, 8.2%, 10.3%, 1.6%
- Cn1c(=O)c2c(ncn2CC(=O)N/N=C/C=C\c2ccccc2[N+](=O)[O-])n(C)c1=O
  23.1%, -2.0%, -0.2%, -0.1%, i, -1.9%, -7.7%, 1.7%, ·
- Cc1ccc2nc(-c3ccncc3)cc(C(=O)Nc3ccc4c(c3)OCCO4)c2c1
  -6.9%, -3.5%, -1.2%, -4.2%, -0.4%, 4.2%, -25.8%, 18.1%[57.1 µM], 0.0%
- O=C(Nc1ccccc1)Nc1cccc2ccccc12
  12.8%, -2.7%, 25.7%, -0.5%, -1.7%, -4.7%, -4.7%, 15.1%, -4.7%
- CCCn1c(=O)c2c(nc3n2CC(C)CN3Cc2ccccc2)n(C)c1=O (centres undefined)
  6.1%[57 µM], 13.1%, 2.9%, -6.0%, -4.1%, 0.9%, -26.6%, 17.4%, 3.4%
- CCOC(=O)CC1C(=O)NCCN1C(=O)c1ccc(F)cc1F (centres undefined)
  17.5%, 4.2%, 10.1%, 6.2%, -4.3%, -5.7%, -8.0%, -16.1%, i
- NC(=O)c1ccc(-n2nnnc2Oc2ccc(Br)cc2)cc1
  44.0%[activator], -11.8%, -4.6%, -1.0%, i, 3.7%, -1.4%, 20.4%[57.1 µM], 0.0%
- Cc1[nH]c2ccccc2c1C(=O)CSC(=S)N1CCCCC1
  15.6%, 1.8%, -25.9%, ·, -3.8%, 1.2%, -13.1%, -23.5%, -21.7%

Sequence of screens: HP1b binding inh, GLS inh, RGS4 inhibitor, ERG-DNA inh, Tb PGK inh, Pin1 inhibitor, JMJD2A Tudor, rTrxR1 inhibitor, ALOX12 inh
- COc1ccccc1NC(=O)N1CCCC1C(=O)NCc1ccccc1F (centres undefined)
  41.3%[activator], -3.3%, 6.5%, -2.3%, -6.5%, -3.8%, 2.1%, -13.0%, 0.0%
- COc1ccc(NC(=O)c2oc3ccc(S(=O)(=O)N4CCOCC4)cc3c2C)cc1
  24.8%&60.3%, -3.7%&-2.2%, -14.5%[56.9 µM], 52.7%&2.4%[activator], -1.9%&-6.3%, ?, -19.1%&-33.6%, 7.8%, 0.0%&-16.0%
- O=C(COC(=O)c1nsc(Cl)c1Cl)NC1CCCC1
  26.0%, 0.3%, -18.4%, 5.7%, -9.3%, -3.3%, -3.4%, 11.3%, -3.4%
- Cc1cc(C)cc(NC(=O)Cn2c(=O)n(Cc3ccco3)c(=O)c3oc4ccccc4c32)c1
  38.4%, 0.5%, -41.4%, -0.8%, i, 27.5%, -11.4%, -18.7%, -24.8%
- CCCCC(=O)Nc1ccc(NC(=O)c2cccs2)cn1
  20.4%, 6.3%, 15.2%, -6.3%, i, 0.5%, -31.0%, -5.8%, 153.5%[activator]
- O=c1cc(CO)oc(CN2CCN(Cc3ccccc3)CC2)c1O
  10.6%, 26.2%, 22.3%, 5.9%, i, 4.4%, ?, -8.5%, -13.8%
- COCCN(C(=O)CCC(=O)Nc1ccccn1)C(C(=O)NC(C)C)c1ccc(C)cc1 (centres undefined)
  17.0%, 4.1%, 5.1%, 7.1%, 2.0%, 2.2%, -2.8%, 11.5%, 11.0%
- O=C(CCCSc1nnc(-c2cccs2)n1CC1CCCO1)c1ccccc1 (centres undefined)
  34.1%[activator], -20.0%, -21.6%, -0.5%, -7.3%, 0.3%, 79.4µM*, 2.8%, 11.0%
- Cc1ccc(-c2nc(S(=O)(=O)c3ccc(C)cc3)c(SCC(=O)NC3CCCCC3)o2)cc1
  19.7%, 9.6%, -4.9%, -5.6%, 5.1%, 0.4%, -5.1%, 5.7%, -0.5%
- CCc1ccc(CNC(=O)CSCc2cnn(-c3ccccc3)c2-n2cccc2)cc1
  48.6%, 1.7%, 3.2%, 0.4%, ·, 23.3%, -2.0%, 7.0%, 0.0%
- Cn1c(SCC(=O)NNC(=O)Cc2ccccc2)nnc1-c1ccccc1
  15.9%, 2.8%, -1.4%, -0.6%, -2.8%, -5.2%, -19.3%, -2.6%, -18.8%
- O=C(NC12CC3CC(CC(C3)C1)C2)N1CCC(n2nnc3ccccc32)CC1
  27.9%, 1.6%, -12.1%, 9.8%, -15.8%, 7.3%, -26.4%, 9.6%, -13.8%
- Cc1cc(S(=O)(=O)Nc2nc(CN3CCOCC3)nc3sc4c(c23)CCC4)ccc1F
  34.4%, 1.2%, -27.8%, 18.0%, -5.0%, 33.8%[activator], -21.9%, 10.0%[57.1 µM], ?
- COc1ccc(CCC(=O)Nc2ccc(C)c(S(=O)(=O)N(C)C)c2)cc1OC
  24.4%, 0.3%, -31.7%, -2.1%, -0.6%, 1.8%, -15.6%, -8.1%, 12.3%
- CCOc1ccccc1-n1c(SCC(N)=O)nc2ccccc2c1=O
  12.3%, 0.2%, 41.9%, 2.5%, i, 0.3%, -12.2%, 35.2%, 3.0%
- Fc1ccc(NC(=S)N2CCN(c3ccccn3)CC2)cc1Cl
  6.6%, 15.6%, -12.6%, -2.6%, -0.1%, 0.1%, -10.8%, 1.2%, ?
- CCOc1cc(/C=C\c2nc(O)c([N+](=O)[O-])c(=O)[nH]2)ccc1OC(C)C
  25.0%, 7.7%, 6.0%, -3.5%, -3.9%, -4.3%, -17.6%, -1.0%, 3.4%

Some of these compounds in order of their number in ERG-DNA inh, smallest number first.
Sequence of screens: HP1b binding inh, GLS inh, RGS4 inhibitor, ERG-DNA inh, Tb PGK inh, Pin1 inhibitor, JMJD2A Tudor, rTrxR1 inhibitor, ALOX12 inh
- CCOc1ccccc1-n1c(SCC(N)=O)nc2ccccc2c1=O
  12.3%, 0.2%, 41.9%, 2.5%, i, 0.3%, -12.2%, 35.2%, 3.0%
- O=C(COC(=O)c1nsc(Cl)c1Cl)NC1CCCC1
  26.0%, 0.3%, -18.4%, 5.7%, -9.3%, -3.3%, -3.4%, 11.3%, -3.4%
- COCCN(C(=O)CCC(=O)Nc1ccccn1)C(C(=O)NC(C)C)c1ccc(C)cc1 (centres undefined)
  17.0%, 4.1%, 5.1%, 7.1%, 2.0%, 2.2%, -2.8%, 11.5%, 11.0%

Screening data: PubChem BioAssay, National Center for Advancing Translational Sciences (NCATS)
